HT1080 IDH1KD tx = kills HT-1080 cells with IDH1 knockdown; HT-1080 IDH1 knockdown viability, ATP luminescence, 48 h; Potency, µM (highest dose often 46.1 µM), without a hit: top-dose activity, negative = toxicity, hits mostly cytotoxic; actives 2% (n = 360,000);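 also: potency is read from the fitted curve at half-maximal effect; 0% = DMSO wells and -100% = cell-free medium wells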
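Viability of IDH1-knockdown HT-1080 fibrosarcoma cells was assessed by CellTiter-Glo after 48 h at 37 °C with titrated compound; concentration-effect curves were classified by fit quality and response size.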
HEK293 tox = cytotoxicity in counter-screen for GLP-1R inverse agonists. HEK293 cAMP-luciferase reporter cells, luminescence, 24 h. Potency, µM (highest dose often 38.3 µM), inactives show at the highest dose activity change, negative = inhibition, actives largely listed as inhibitors. actives 0.13% (n = 410,000). AID 624418;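 also: loss of luciferase light is scored as toxicity; potency is read from the fitted curve at half-maximal effect; % is scaled to controls: 0 for no effect and ±100 for the full control effect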
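1536-well qHTS counterscreen of the MLSMR; 200 cells/uL, 12 h pre-incubation, 23 nL cpd, 24 h at 37 deg C 5% CO2, luciferase detection reagent, 12 min RT, luminescence. Inhibition = undesired.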
KB-3-1 tox = kills parental KB-3-1 adenocarcinoma cells. KB-3-1 viability, CellTiter-Glo ATP luminescence, 72 h. Potency, µM (top dose mostly 46.1 µM), for the others: at the highest dose activity change, negative = cytotoxic, most hits filed as cytotoxic. actives 1.4% (n = 400,000); also: potency is read from the fitted curve at half-maximal effect; % is scaled to controls: 0 for no effect and ±100 for the full control effect; nearly all actives have a fitted effect of over 60% in size
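Cytotoxicity in the drug-sensitive parental line KB-3-1 was scored as loss of CellTiter-Glo luminescence following 72 h incubation with compound. Values come from curve fitting of normalized concentration-response data.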
HT1080NT lethal = kills 2HG-producing HT-1080-NT fibrosarcoma cells. HT-1080-NT fibrosarcoma viability, CellTiter-Glo ATP luminescence, 48 h. Potency, µM (top dose mostly 46.1 µM), inactives show at the top dose activity, negative = less viability, hits mostly cytotoxic. actives 1.6% (n = 360,000). AID 686970;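 also: NT is the 2HG producing partner of a matched IDH1 knockdown line; potency is read from the fitted curve at half-maximal effect; 0% = DMSO-treated cells and -100% = media-only wells without cells; nearly all actives have a fitted effect of over 55% in size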
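750 cells/well, RPMI + 5% FBS; 2 h settle, compound pin-transfer, 48 h at 37 degrees C. CellTiter-Glo 10 min RT, luminescence. Normalized to DMSO and media-only wells.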
D3 ag = D3 dopamine receptor (human) agonism; max activation, %; actives 0.58% (n = 410,000); D3R DiscoveRx beta-arrestin cells, luminescence, 90 min; in the data active = max activation above about 30%; also: 0% is about no effect; mostly tested at two doses, the higher about 12 µM
Target sequence (P35462 whole entry, looked up): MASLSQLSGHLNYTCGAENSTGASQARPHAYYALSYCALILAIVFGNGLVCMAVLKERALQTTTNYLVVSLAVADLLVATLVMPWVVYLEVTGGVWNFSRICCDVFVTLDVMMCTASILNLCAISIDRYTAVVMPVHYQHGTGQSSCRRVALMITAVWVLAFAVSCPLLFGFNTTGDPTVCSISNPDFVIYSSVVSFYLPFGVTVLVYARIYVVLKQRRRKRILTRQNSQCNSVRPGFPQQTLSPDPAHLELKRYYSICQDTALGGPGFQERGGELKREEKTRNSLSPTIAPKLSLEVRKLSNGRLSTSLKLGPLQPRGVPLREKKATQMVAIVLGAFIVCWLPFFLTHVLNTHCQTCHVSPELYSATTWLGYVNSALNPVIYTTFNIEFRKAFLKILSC
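Cells at 1500/well, incubated overnight, then treated with pinned compounds (dopamine as control) for 90 min at 37 degrees C. DiscoveRx reagent added for 30 - 60 minutes at room temperature; luminescence read.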
KB-V1 MDR tox = kills drug-selected multidrug resistant KB-V1 cells; Potency, µM (highest dose often 46.1 µM), inactives show top-dose activity change, negative = cytotoxicity, usual class: cytotoxic; AID 1347076; KB-V1 MDR cells viability, CellTiter-Glo, 72 h; actives 3.4% (n = 400,000); also: potency is read from the fitted curve at half-maximal effect; % is scaled to controls: 0 for no effect and ±100 for the full control effect; nearly all actives have a fitted effect of over 60% in size
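KB-V1 MDR subline cells in DMEM (phenol-red free, 10% FBS) exposed to compounds in qHTS concentration series for 72 h at 37 degrees C. Viability read by CellTiter-Glo luminescence; concentration-effect curves fitted after normalization and correction.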
IL-1B inflam inh = inhibitors of inflammasome signaling (IL-1 beta secretion) | activity change, % at 57.5 µM | AID 743279 | actives 4.7% (n = 360,000) | THP-1 LPS/ATP IL-1B secretion, AlphaLISA, 16 h; active compounds read low; in the data active = activity change below about -50%; inconclusive = mostly about -30% to -49%; also: % is scaled to controls: 0 for no effect and ±100 for the full control effect
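Secreted IL-1B measured by AlphaLISA bead assay after 16 h compound exposure of THP-1 cells; compounds (final up to 57.5 uM) added 1 h before LPS (250 ng/mL) and ATP (1.25 mM) stimulation; lower signal means less secretion.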
MCF10A rerep = DNA re-replication induction in MCF 10a cells; MCF 10A DNA re-replication, Hoechst nuclear intensity, 48 h; Potency, µM (top dose mostly 46.1 µM), for the others: at the top dose activity, positive = re-replication, most hits filed as activators; actives 2.9% (n = 350,000); AID 624296; also: potency is read from the fitted curve at half-maximal effect; % of control where 0% means no effect; nearly all actives have a fitted effect of over 50% in size
SW480 rerep = induces DNA re-replication in SW480 colon adenocarcinoma cells | SW480 DNA re-replication, Hoechst DNA content imaging, 48 h | Potency, µM (titrated, usually from 46.1 µM), without a hit: at the top dose re-replication activation, hits mostly activators | actives 1.8% (n = 340,000) | AID 624297; also: potency is read from the fitted curve at half-maximal effect; % of control where 0% means no effect; nearly all actives have a fitted effect of over 55% in size
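Cells (250 per well) received 23 nL compound or DMSO by pin tool and were kept 48 hr at 37 C, 5% CO2. Nuclei were then stained with Hoechst for 40 min and scanned for DNA content.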
Active calls of the source: *; ? = inconclusive; / = not tested or not shown; & = joins results of further samples; [ ] = another dose, or the depositor's remark. Unless noted, calls follow the shape of the dose curve; as a rule, active = well fitted curve in the direction sought with a large enough effect; inconclusive = small, poorly fitted or top-dose-only effect, or another doubt; inactive = no such curve, though single readings can be large; an effect the other way counts as inactive or inconclusive.

molecule | HT1080 IDH1KD tx | HEK293 tox | KB-3-1 tox | HT1080NT lethal | D3 ag | KB-V1 MDR tox | IL-1B inflam inh | MCF10A rerep | SW480 rerep
COCCCNC(=O)c1cc(Cc2ccccc2)sc1N | 7% | 1% | -1% | -1% | -1 | -22% | 24 | / | /
CCNC(=O)OCc1cn(-c2ccccc2)nn1 | 26% | 3% | -1% | 21% | -1 | 22% | 0 | -8% | 0%
Cc1ccc(Cn2c(=O)n(-c3ccc(C)cc3)c(=O)c3c2c2cc(C)ccc2n3C)cc1 | / | 22% | 1% | / | -4 | 22% | / | / | /
C#CCOCCOCCOCCNc1nc(N2CCOCC2)nc(N2CCN(C(=O)[C@H]([C@@H](C)CC)n3cc([C@@H](N)CO)nn3)CC2)n1 | 10% | -12% | 2% | -1% | -23 | 22% | 8 | -3% | -4%
CCOC(=O)c1nnn(CC(=O)Nc2cccc(OC)c2)c1C(=O)OCC | 16% | -13% | 11% | 12% | 2 | 17% | ? | -11% | -7%
CC1=C(C(=O)N2CCCCC2)C2(CCC(C)CC2)OC1=O (configuration not stated) | -2% | -2% | 13% | 10% | 3 | 14% | 13 | -7% | 8%
O=C(Nc1ccc(F)c(Cl)c1)N1CCCCCC1 | 12% | -4% | 1% | 16% | -1 | -6% | -4 | 0% | -15%
CCc1c(C)sc(NC(=O)c2cc(C)on2)c1C#N | -6% | 0% | 11% | -3%[9.24 µM] | 5 | 10% | 24 | 19% | ?
CCOC(=O)c1cc(C)sc1NC(=O)CCC(=O)O | -21% | 6% | -13% | 0%[9.24 µM] | 3 | 7% | 0 | -5% | -4%
CC(=O)Oc1ccc(CN2C(=O)C(CCc3ccccc3)ON=C2c2cnccn2)cc1 (configuration not stated) | -24% | -4% | 10% | ? | 0 | -12% | -7 | / | /
O=S(=O)(CCN1CCOCC1)c1ccc(Cl)cc1 | 3% | 9% | 15% | -6% | 0 | 22% | -15 | -3% | 2%
CC(=O)C(=Cc1ccccc1)c1ccccc1 | 2% | 1% | 16% | 2% | 5 | ? | 7 | / | /
CCC(=O)Nc1ccc(C(=O)NNC(=O)COc2cc(C)ccc2C)cc1 | 14% | -16% | 14% | 4% | 3 | 0% | 6 | -1% | 1%
O=C(CSc1ncnc2c1oc1ccccc12)Nc1cccc(F)c1 | -16% | -1% | 16% | -12% | 0 | -16% | 14 | ? | -3%
O=C(OCCN1CCOCC1)C(c1ccccc1)c1ccccc1 | 10% | -2% | -11% | -1% | -12 | 9% | -7 | 6% | -8%
Cc1ccc(C)c(Cn2c(C(C)O)nc3ccccc32)c1 (configuration not stated) | -4% | -14% | -1% | -1% | 4 | -3% | 12 | -5% | -2%
Cc1ccc(CNC(=O)CCn2nc(-c3ccc(Cl)cc3)ccc2=O)cc1 | -14% | -25% | -13% | 1% | 12 | 23µM* | -28 | 4% | -4%
CC1=CC[C@@]23CCCN2C(=O)CCC[C@H]3C1 | 6% | -5% | 0% | 6% | -7 | 0% | 0 | -4% | -56%[inhibitor]
Cc1cc(C)c2c(n1)SCC(=O)N2CC(=O)Nc1cccc(Cl)c1 | 9% | 2% | 0% | 3% | 1 | -8% | 30 | 7% | 0%
CCc1ccc(NC(=O)C(=O)NCCN2CCN(C(=O)c3ccc(OC)cc3)CC2)cc1 | -13% | 3% | -18% | -3% | -1 | ? | -5 | / | /

Of the compounds above, 2 contain an aryl methoxy group:
molecule | HT1080 IDH1KD tx | HEK293 tox | KB-3-1 tox | HT1080NT lethal | D3 ag | KB-V1 MDR tox | IL-1B inflam inh | MCF10A rerep | SW480 rerep
CCOC(=O)c1nnn(CC(=O)Nc2cccc(OC)c2)c1C(=O)OCC | 16% | -13% | 11% | 12% | 2 | 17% | ? | -11% | -7%
CCc1ccc(NC(=O)C(=O)NCCN2CCN(C(=O)c3ccc(OC)cc3)CC2)cc1 | -13% | 3% | -18% | -3% | -1 | ? | -5 | / | /

The list continues:
molecule | HT1080 IDH1KD tx | HEK293 tox | KB-3-1 tox | HT1080NT lethal | D3 ag | KB-V1 MDR tox | IL-1B inflam inh | MCF10A rerep | SW480 rerep
O=C(NCc1ccccn1)c1[nH]c(C(F)(F)F)nc1-c1ccccc1 | 13% | 2% | 0% | 26% | -4 | 0% | -3 | / | /
Cc1cnc(C(=O)N2CCCC(C(=O)c3ccc(C(F)(F)F)cc3)C2)cn1 (configuration not stated) | -14% | 0% | 2% | 0% | 0 | -23% | 32 | 23% | -2%
CC1=CC(c2ccc(Cl)cc2)n2nc(NS(=O)(=O)c3ccc(C)cc3)nc2N1 (configuration not stated) | -2% | 196%[activator] | -8% | -16% | 0 | 2% | 2 | 3% | -4%
CC1CCCCN1S(=O)(=O)c1ccc(C(=O)Nc2sc3c(c2C(N)=O)CC(C)(C)NC3(C)C)cc1 (configuration not stated) | / | 1% | -1% | / | -13 | 55% | / | / | /
CCN(CC)S(=O)(=O)c1ccc(N2CCCC2)c(C(=O)OCC(=O)/C(C#N)=C(\C)N)c1 | -6% | -2% | -3% | -7% | 4 | -3% | -13 | 7% | 0%
O=C(CNC(=O)Cc1ccccc1)NCC(=O)OCc1ccc(C(=O)c2ccccc2)cc1 | -16% | 5% | 0% | -1% | -17 | 1% | 0 | 27% | -1%
CCOC(=O)C1=C(C)NC(=O)NC1c1cccc(O)c1 (configuration not stated) | 1% | -2% | -7% | -2% | -18 | 17% | 30 | -21% | -3%
CCC(c1nnnn1-c1ccc2c(c1)OCCO2)N1CCN(c2ccc(F)cc2)CC1 (configuration not stated) | ? | 1% | ? | -12% | 5 | 10µM* | -9 | / | /
O=C(OCc1cn([C@@H]2C[C@H](c3ccccc3)N(Cc3cccs3)C[C@H]2O)nn1)c1ccccc1 | 5% | -7% | -1% | 0% | 3 | 3% | 10 | / | /
O=C(COC(=O)COc1ccc(Cl)cc1Cl)NC1CCCC1 | -5% | 7% | 15% | -1% | 2 | -3% | 8 | -1% | 2%

Structures from the list above that contain a cyano group, in the order listed:
molecule | HT1080 IDH1KD tx | HEK293 tox | KB-3-1 tox | HT1080NT lethal | D3 ag | KB-V1 MDR tox | IL-1B inflam inh | MCF10A rerep | SW480 rerep
CCc1c(C)sc(NC(=O)c2cc(C)on2)c1C#N | -6% | 0% | 11% | -3%[9.24 µM] | 5 | 10% | 24 | 19% | ?
CCN(CC)S(=O)(=O)c1ccc(N2CCCC2)c(C(=O)OCC(=O)/C(C#N)=C(\C)N)c1 | -6% | -2% | -3% | -7% | 4 | -3% | -13 | 7% | 0%

(cont.)
structure	HT1080 IDH1KD tx	HEK293 tox	KB-3-1 tox	HT1080NT lethal	D3 ag	KB-V1 MDR tox	IL-1B inflam inh	MCF10A rerep	SW480 rerep
CC1Oc2ccccc2OC1(O)c1ccccn1 (configuration not stated)	5%	12%	0%	4%	-5	2%	6	-76%[inhibitor]	-3%
CCOc1cc(C(=O)NCCOC)cc(OCC)c1OCC	12%	-1%	20%	13%	1	-20%	3	-16%	-3%
COc1ccc(C2C(C(=O)NC(C)C)c3ccccc3C(=O)N2C)cc1OC (configuration not stated)	11%	-5%	10%	11%	2	-11%	13	0%	2%
Cc1ccc(-n2[nH]c(C)c(C=Nc3ccc4[nH]c(=O)[nH]c4c3)c2=O)cc1	?	-1%	21µM*	?	2	?	-28	?	?
COc1ccccc1NC(=O)CN(C)S(=O)(=O)c1ccc2c(c1)c(=O)n(C)c(=O)n2C	/	-8%	6%	/	1	21%	/	/	/
C[C@H]1CN([C@@H](C)CO)S(=O)(=O)c2ccc(Br)cc2O[C@H]1CN(C)S(=O)(=O)c1ccccc1F	-2%	-4%	-9%	0%	1	8%	20	/	/
CCOC(=O)c1cc(-c2ccccc2)n[nH]1	8%	0%	15%	-1%	4	-6%	1	1%	-1%
CCOC(=O)N1CCC(N2Cc3cccc(C(=O)Nc4ccc(CC)cc4)c3C2=O)CC1	-15%	-5%	?	-12%	2	?	-70*	9%	13%
CCC(=O)c1ccc(OCC(=O)OCC(=O)N(CCC#N)c2ccc3c(c2)OCCO3)cc1	-1%	-5%	-1%	3%	3	11%	17	-1%	-4%
CN1CCN(NC(=S)NC(C)(C)CC(C)(C)C)CC1	2%	8%	-4%	4%	-24	?	-5	2%	-1%
COc1ccccc1NS(=O)(=O)c1cccc(C(=O)NCC2(N3CCCCC3)CCCCC2)c1	-8%	?	-11%	-14%	-24	0%	-6	10%	?
COc1cc(C(=O)Oc2ccc(Br)cc2C(=S)N2CCOCC2)cc(OC)c1OC	-15%	4%	10%	-14%	0	-4%	8	17%	-1%
CC(C)c1ccc(S(=O)(=O)c2n[nH]n3c2nc(=O)c2ccccc23)cc1	-1%	-3%	0%	2%	-1	-5%	41	?	-3%
COC(=O)c1cc(S(=O)(=O)NCC2CCN(Cc3cccc(F)c3)CC2)cn1C	-9%	2%&1%	5%&-6%	2%	-13&-24	-18%&-9%	-22	1%	13%
Cc1ccc(S(=O)(=O)NC(=O)Nc2cc(C(C)(C)C)on2)cc1	8%	9%	-3%	8%	1	0%	7	7%	-11%
COc1ccc(C(=O)NCC(=O)Nc2cccc(S(=O)(=O)N3CCCC3)c2)cc1	1%	-19%	-8%	4%	-2	-19%	24	0%	-2%
COc1ccc(-c2c3c(=O)n(C)c(=O)n(C)c3cn2Cc2cccnc2)cc1	8%	-1%	4%	11%	-10	-6%	13	0%	0%
COc1cccc(/C=C/C(=C2/C(=O)N(c3ccccc3)N=C2C)c2ccc(Br)cc2)c1OC	12%	10%	14%	16%	-6	-8%	3	?	-11%

Compound activity: PubChem BioAssay, National Center for Advancing Translational Sciences (NCATS)
